MITF TRPM1 HTS = MITF TRPM1 promoter activation in melanoma cells | 0.75% of 300,000 active | SK-MEL-5 TRPM1-promoter luciferase, 24 h; % of positive control, neutral wells = 0 | activation, % at 12.5 µM;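 active = mean activation of at least 80% with every replicate also reaching 80%; inconclusive = mean reaches 80% but some replicate falls short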;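 also: 0% = neutral control wells and 100% = parthenolide positive control wells; values of inactives mirror those of a sister screen read the other way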
SR-BI uptake up = enhances SR-BI lipid uptake from DiI-HDL; CHO ldlA[mSR-BI] cells, DiI-HDL uptake fluorescence, 3 h; 100 = double the neutral-control signal; 0.096% of 320,000 active; activation, % at 12.5 µM;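 active = mean replicate activation of at least 60% and every replicate at or above 60%; inconclusive = mean or all-replicate condition met, but not both; inactive = mean below 60% and not all replicates reaching 60%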;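 also: 0% = median plate neutral-control signal and 100% = twice that signal; values of inactives mirror those of a sister screen read the other way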
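Assay system: CHO ldlA[mSR-BI] cells, LDL receptor-null, SR-BI overexpressing; medium: Ham's F12 with 0.5% BSA, HEPES 25 mM, pH 7.4; also added: DiI-HDL 10 µg/mL; timing: 3 h uptake period with compound, 37 °C; signal: DiI fluorescence, bottom read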
SR-BI DiI inh = inhibitors of mouse SR-BI mediated HDL lipid uptake; ldlA[mSR-BI] CHO cells, DiI-HDL uptake fluorescence, 3 h; 0.96% of 320,000 active; inhibition, % at 12.5 µM;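 active = mean replicate inhibition of at least 70% and a set share of replicates each scoring 70 or more; inconclusive = meets just one of the two criteria; inactive = fails both criteria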;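 also: 0% = median of neutral control wells and 100% = median of positive control wells; values of inactives mirror those of a sister screen read the other way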
Target sequence (Q61009 whole entry, looked up): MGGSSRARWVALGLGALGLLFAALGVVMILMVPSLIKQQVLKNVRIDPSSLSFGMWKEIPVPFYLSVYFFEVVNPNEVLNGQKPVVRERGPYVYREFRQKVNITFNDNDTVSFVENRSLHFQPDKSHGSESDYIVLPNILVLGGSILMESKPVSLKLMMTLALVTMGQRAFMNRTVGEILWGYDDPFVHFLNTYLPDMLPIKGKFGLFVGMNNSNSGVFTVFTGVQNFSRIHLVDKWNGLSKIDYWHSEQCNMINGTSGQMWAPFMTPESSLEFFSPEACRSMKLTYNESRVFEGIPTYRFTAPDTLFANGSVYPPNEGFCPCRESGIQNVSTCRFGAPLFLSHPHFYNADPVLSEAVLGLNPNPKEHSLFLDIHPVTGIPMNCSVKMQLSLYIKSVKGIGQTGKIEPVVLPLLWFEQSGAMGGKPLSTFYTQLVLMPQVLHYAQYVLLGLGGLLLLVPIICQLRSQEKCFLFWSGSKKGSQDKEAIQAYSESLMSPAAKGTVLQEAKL
phage Ecoli inh = E. coli growth loss with phage present. growth absorbance. inhibition, % at 11.9 µM. 0.26% of 360,000 active. AID 651602; in the data active = inhibition above about 11%
Tat export inh = blocks Tat-dependent protein export in E. coli; AID 488895; inhibition, % at 10 µM; E. coli MC4100 TorA-mCherry Tat export, fluorescence; 0.036% of 340,000 active;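 active = mean replicate inhibition at least 50% and at least half of replicates individually reaching 50%; inconclusive = only one of the two criteria met; inactive = neither criterion met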;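 also: exported cargo escapes ClpAP degradation while cytoplasmic cargo is degraded and loses fluorescence; 0% = median of neutral control wells and 100% = median of NaSCN control wells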
E coli growth = reduces bacterial viability in AddAB counter-screen | E. coli V3065 growth, OD600 absorbance, 18 h | inhibition, % at 11.9 µM | 0.27% of 330,000 active;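 active = inhibition above the campaign's mean inhibition across all tested compounds plus 3 SD, cut at about 9.9% in these data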;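 also: uninfected addAB+ strain grown without phage in ampicillin broth; 0% = DMSO wells and 100% = ciprofloxacin 0.95 µg/ml wells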
CAL PDZ FP-1 = blocks peptide binding to the human CAL PDZ domain; purified CAL PDZ, TMR-peptide fluorescence polarization, 1 h; inhibition, % at 24.9 µM; 0.92% of 300,000 active; AID 602252;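 active = mean inhibition of at least 30% with at least half of replicates also reaching 30%; inconclusive = no clear call, values can overlap the other calls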;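 also: 0% = DMSO neutral control and 100% = excess unlabeled competitor peptide PRC23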
AddAB inh = less growth of phage-infected E. coli with AddAB; E. coli expressing H. pylori AddAB, absorbance growth; inhibition, % at 11.9 µM; 0.29% of 330,000 active; in the data active = inhibition above about 12%;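 also: 0% = vehicle wells of infected cells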
CAL PDZ FP-2 = blocks peptide binding to human CAL PDZ domain; purified CAL PDZ, TMR-peptide fluorescence polarization, 1 h; AID 504414; 0.02% of 330,000 active; inhibition, % at 20 µM;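 active = highest replicate inhibition of at least 40%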;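 also: plate controls were DMSO neutral control wells for no effect and unlabeled competitor peptide control wells for full effect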
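System: purified tagged CAL PDZ domain construct (CerCALP). Schedule: 1 h incubation at room temperature before polarization reading. Medium: 25 mM sodium phosphate pH 7.4, 150 mM NaCl, TCEP, IgG, Thesit. Read-out: percent inhibition from loss of millipolarization. Measured by: FP readout, S and P plane fluorescence. Probe or stimulus: fluorescent TMR peptide probe.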
Wnt bcat act = Wnt/beta-catenin pathway activation; Wnt/beta-catenin reporter cell assay, activator, plate reader; activation, % at 9.35 µM; 1.2% of 300,000 active; AID 743398; in the data active = activation above about 30%, passing the limit was not always enough; inconclusive = no clear call, values can overlap the other calls;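 also: 0% = neutral control wells and 100% = positive control wells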
* = called active by the depositor.

Results for c1ccc2c(c1)Cc1cc(CN3CCOCC3)ccc1-2 ?
MITF TRPM1 HTS: inconclusive; SR-BI uptake up: 9; SR-BI DiI inh: -9; phage Ecoli inh: 2.8; Tat export inh: 3; E coli growth: -2.2; CAL PDZ FP-1: -1; AddAB inh: -0.3; CAL PDZ FP-2: -0.7

How did CCOC(=O)c1[nH]c(=O)[nH]c1CNc1ccccc1C#N do in these assays?
MITF TRPM1 HTS: -12; SR-BI uptake up: 5; SR-BI DiI inh: -5; phage Ecoli inh: 0.9; Tat export inh: -3; E coli growth: 0.4; AddAB inh: 1.0; CAL PDZ FP-2: -0.6; Wnt bcat act: 2

How did CN(Cc1ccccc1)c1nc2c(c(=O)[nH]c(=O)n2C)n1CCCc1ccccc1 do in these assays?
MITF TRPM1 HTS: 11; SR-BI uptake up: -11; SR-BI DiI inh: 11; phage Ecoli inh: 3.7; Tat export inh: 11; E coli growth: -0.7; CAL PDZ FP-1: -2; AddAB inh: -2.0; CAL PDZ FP-2: -4.1

How did NS(=O)(=O)c1ccc(NC(=O)C2Cc3ccccc3CN2C(=O)c2ccco2)cc1 (centres undefined) do in these assays?
phage Ecoli inh: 2.4; Tat export inh: 2; E coli growth: 0.5; CAL PDZ FP-1: 9; AddAB inh: -1.7; CAL PDZ FP-2: 0.1; Wnt bcat act: -1

Results for CC(C)(C#N)NC(=O)C1CCCN1S(=O)(=O)c1ccc2ccccc2c1 (centres undefined) ?
MITF TRPM1 HTS: -14; SR-BI uptake up: 25; SR-BI DiI inh: -25; phage Ecoli inh: 1.8; Tat export inh: inconclusive; E coli growth: -0.8; CAL PDZ FP-1: -3; AddAB inh: 3.0; CAL PDZ FP-2: 0.2; Wnt bcat act: 2

Results for COc1ccc(C(=O)COC(=O)CCC(=O)Nc2ccc(C(C)=O)cc2)cc1 ?
MITF TRPM1 HTS: 29; SR-BI uptake up: 13; SR-BI DiI inh: -13; phage Ecoli inh: -0.4; Tat export inh: 1; E coli growth: 1.1; CAL PDZ FP-1: -1; AddAB inh: 3.6; CAL PDZ FP-2: -2.4; Wnt bcat act: 6

How did O=Nc1c(O)n(Cc2c(Cl)cccc2Cl)c2ccccc12 do in these assays?
MITF TRPM1 HTS: -3; SR-BI uptake up: 19; SR-BI DiI inh: -19; phage Ecoli inh: 3.2; Tat export inh: 1; E coli growth: 0.9; CAL PDZ FP-1: -3; AddAB inh: 2.1; CAL PDZ FP-2: -1.0; Wnt bcat act: 1

What do the screens show for `Cc1c(NC(=O)COC(=O)Cc2ccc(F)cc2)c(=O)n(-c2ccccc2)n1C`?
MITF TRPM1 HTS: 9; SR-BI uptake up: -7; SR-BI DiI inh: 7; phage Ecoli inh: -0.6; Tat export inh: -9; E coli growth: 0.2; CAL PDZ FP-1: -1; AddAB inh: -1.2; CAL PDZ FP-2: -1.8; Wnt bcat act: 1

What do the screens show for `COc1ccccc1OCCn1c(=O)n(C)c2ccccc21`?
MITF TRPM1 HTS: 34; phage Ecoli inh: 1.5; Tat export inh: -1; E coli growth: -2.1; CAL PDZ FP-1: 3; AddAB inh: -1.6; CAL PDZ FP-2: -0.1; Wnt bcat act: 4

What do the screens show for `COC(=O)CN(c1c(C)cccc1C)S(C)(=O)=O`?
MITF TRPM1 HTS: -6; SR-BI uptake up: 28; SR-BI DiI inh: -28; phage Ecoli inh: 2.9; Tat export inh: 0; E coli growth: -0.6; CAL PDZ FP-1: -2; AddAB inh: 1.4

Results for CCOC(=O)C1=CN(Cc2cccc(-c3ccc4c(c3)OCO4)c2)S(=O)(=O)N(C)C1C (centres undefined) ?
MITF TRPM1 HTS: -6; SR-BI uptake up: -10; SR-BI DiI inh: 10; phage Ecoli inh: 1.6; Tat export inh: 4; E coli growth: 0.0; CAL PDZ FP-1: -3; AddAB inh: -0.7; CAL PDZ FP-2: -0.2; Wnt bcat act: -2

How did Cn1c(-c2ccc3c(c2)OCO3)cnc1NCc1cccc(Cl)c1 do in these assays?
SR-BI uptake up: 4; SR-BI DiI inh: -4; Tat export inh: 1; E coli growth: 0.2; CAL PDZ FP-1: -1; AddAB inh: -2.3; CAL PDZ FP-2: -2.3

How did Cc1ccc(C)c(NC(=O)C(OC(=O)c2ccc(NC(=O)CC#N)cc2)c2ccccc2)c1 (centres undefined) do in these assays?
MITF TRPM1 HTS: -12; SR-BI uptake up: -13; SR-BI DiI inh: 13; phage Ecoli inh: -1.8; Tat export inh: 1; E coli growth: -2.7; CAL PDZ FP-1: -4; AddAB inh: 0.5; CAL PDZ FP-2: -1.8; Wnt bcat act: -6

How did COc1ccc(CNC(=O)CCS(=O)(=O)Cc2cccc(Cl)c2)c(OC)c1 do in these assays?
MITF TRPM1 HTS: 0; SR-BI uptake up: -45; SR-BI DiI inh: 45; phage Ecoli inh: 3.2; Tat export inh: 7; E coli growth: 2.3; CAL PDZ FP-1: -2; AddAB inh: -1.3; CAL PDZ FP-2: -2.1; Wnt bcat act: -2

What do the screens show for `CC1CCCCN1CC(=O)NCc1ccc2c(c1)OCO2` (centres undefined)?
SR-BI uptake up: -18; SR-BI DiI inh: 18; phage Ecoli inh: 2.0; Tat export inh: 13; E coli growth: 0.9; CAL PDZ FP-1: 1; AddAB inh: -0.2; CAL PDZ FP-2: -1.2; Wnt bcat act: -3

How did CSc1ccc(S(=O)(=O)NCC(=O)OCC(=O)N2CCCCC2C)cc1[N+](=O)[O-] (centres undefined) do in these assays?
MITF TRPM1 HTS: 13; SR-BI uptake up: -4; SR-BI DiI inh: 4; phage Ecoli inh: 1.3; Tat export inh: 5; E coli growth: 0.9; CAL PDZ FP-1: 1; AddAB inh: 2.1; CAL PDZ FP-2: -1.9; Wnt bcat act: 0

Results for O=[n+]1cc(-c2ccc(Cl)cc2)n([O-])c2c1CCC2 ?
MITF TRPM1 HTS: -13; SR-BI uptake up: 11; SR-BI DiI inh: -11; phage Ecoli inh: 1.3; Tat export inh: 2; E coli growth: -1.8; CAL PDZ FP-1: 1; AddAB inh: -3.0; CAL PDZ FP-2: 0.1; Wnt bcat act: 1

What do the screens show for `CCC(=O)OCCNc1cc(Sc2nc3ccccc3s2)c2nonc2c1[N+](=O)[O-]`?
MITF TRPM1 HTS: -58; SR-BI uptake up: -9; SR-BI DiI inh: 9; phage Ecoli inh: 0.9; Tat export inh: -3; E coli growth: -0.9; AddAB inh: 2.2; CAL PDZ FP-2: -1.3; Wnt bcat act: -1

What do the screens show for `O=C1CC(c2ccccc2)n2ncnc2N1` (centres undefined)?
MITF TRPM1 HTS: 12; SR-BI uptake up: 7; SR-BI DiI inh: -7; phage Ecoli inh: 1.1; Tat export inh: -5; E coli growth: 0.5; CAL PDZ FP-1: -1; AddAB inh: 1.8; CAL PDZ FP-2: -2.7

What do the screens show for `COc1ccc(/C=C(/NC(=O)/C=C/c2ccccc2)C(=O)N2CCOCC2)cc1`?
MITF TRPM1 HTS: -1; SR-BI uptake up: 17; SR-BI DiI inh: -17; phage Ecoli inh: 0.2; Tat export inh: 1; E coli growth: -2.1; CAL PDZ FP-1: -9; AddAB inh: 0.2; CAL PDZ FP-2: 0.2; Wnt bcat act: -3

How did CC(C)C(=O)N1CCN(c2cc(N3CCN(C)CC3)c(F)cc2[N+](=O)[O-])CC1 do in these assays?
MITF TRPM1 HTS: -3; SR-BI uptake up: -33; SR-BI DiI inh: 33; phage Ecoli inh: 1.8; Tat export inh: 2; E coli growth: -0.5; CAL PDZ FP-1: 0; AddAB inh: 1.3; CAL PDZ FP-2: -0.7; Wnt bcat act: -1

What do the screens show for `Cc1ccc(S(=O)(=O)NCCc2cn3nc(C)c(C)nc3n2)cc1C`?
MITF TRPM1 HTS: 1; SR-BI uptake up: 6; SR-BI DiI inh: -6; phage Ecoli inh: 1.6; Tat export inh: -1; E coli growth: 1.9; CAL PDZ FP-1: -2; AddAB inh: -0.3; CAL PDZ FP-2: -2.4; Wnt bcat act: 0

Results for CCOc1ccccc1C(=O)NC(C(=O)N(C)c1c(N)n(Cc2ccccc2)c(=O)[nH]c1=O)C(C)C (centres undefined) ?
MITF TRPM1 HTS: -12; SR-BI uptake up: -26; SR-BI DiI inh: 26; phage Ecoli inh: -0.4; Tat export inh: 10; CAL PDZ FP-1: -1; CAL PDZ FP-2: 0.7; Wnt bcat act: -6

Results for Cc1ccc(NC(=O)c2cc([N+](=O)[O-])ccc2N2CCOCC2)cc1S(=O)(=O)N1CCOCC1 ?
MITF TRPM1 HTS: 11; SR-BI uptake up: -47; SR-BI DiI inh: 47; phage Ecoli inh: 2.8; Tat export inh: -10; E coli growth: -2.3; CAL PDZ FP-1: 1; AddAB inh: -0.2; CAL PDZ FP-2: -1.6; Wnt bcat act: -2

What do the screens show for `O=[N+]([O-])c1ccccc1-c1ccc(C(=S)N2CCCC2)o1`?
MITF TRPM1 HTS: 14; SR-BI uptake up: -29; SR-BI DiI inh: 29; phage Ecoli inh: 1.9; Tat export inh: 1; E coli growth: -0.8; CAL PDZ FP-1: -3; AddAB inh: -0.9; CAL PDZ FP-2: -1.4; Wnt bcat act: 12

How did COc1ccc(/C=N/NC(=O)c2nonc2N)cc1OC do in these assays?
MITF TRPM1 HTS: 2; SR-BI uptake up: 25; SR-BI DiI inh: -25; phage Ecoli inh: 2.1; Tat export inh: -4; E coli growth: 0.3; CAL PDZ FP-1: -2; AddAB inh: 0.3; CAL PDZ FP-2: -1.0; Wnt bcat act: 6

What do the screens show for `CCC(C)NC(=O)C(CCSC)NC(=O)c1ccccc1` (centres undefined)?
MITF TRPM1 HTS: 5; SR-BI uptake up: 20; SR-BI DiI inh: -20; phage Ecoli inh: 4.4; Tat export inh: -7; E coli growth: 0.5; CAL PDZ FP-1: -7; AddAB inh: 2.1; CAL PDZ FP-2: 1.3

Results for CCCNC(=O)Nc1cc(OCC)c(N2CCOCC2)cc1OCC ?
MITF TRPM1 HTS: 9; SR-BI uptake up: -17; SR-BI DiI inh: 17; phage Ecoli inh: 2.5; Tat export inh: -6; E coli growth: -0.5; CAL PDZ FP-1: -1; AddAB inh: 4.8; CAL PDZ FP-2: -1.1; Wnt bcat act: -1

How did O=[N+]([O-])c1ccc2c(c1Nc1ccccc1Cl)=NC1(CCCCC1)N=2 do in these assays?
phage Ecoli inh: 2.4; E coli growth: 0.0; AddAB inh: -0.8; Wnt bcat act: 2

What do the screens show for `Cc1sc2nc(CN(C(=O)NCc3ccccc3)C3CCCC3)[nH]c(=O)c2c1C`?
MITF TRPM1 HTS: 5; SR-BI uptake up: 4; SR-BI DiI inh: -4; phage Ecoli inh: 0.6; Tat export inh: 4; E coli growth: -1.2; CAL PDZ FP-1: 0; AddAB inh: 1.7; CAL PDZ FP-2: -0.8; Wnt bcat act: -1

Source: PubChem (several laboratories)

Random draw from the library, and some 3.6% of all compounds hit somewhere here.
